Screening results as filed in PubChem.
Cneo AK release = Cryptococcus neoformans lysis via adenylate kinase release. C. neoformans lysis, adenylate kinase release luminescence, 4 h; normalised: neutral wells 0, clomiphene wells 100. lysis activity, % at 15 µM. 0.2% of 360,000 active. AID 651654;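 active = mean lysis activity across replicates of at least 80%, whatever share of replicates individually reach that level; inactive = mean lysis activity below 80%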
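Material: C. neoformans cells | Amount: Yeast cell density of 5 × 10^6 cells/mL | Medium: Fresh YPD growth medium | Dosing: Single dose | Times: Static 4 h at 37 °C with compound, 1 h detection | Detection: AK luminescence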
esBAF inh = blocks esBAF chromatin remodeling in mouse ES cells. Bmi1-luciferase knock-in reporter, 24 h; 100% = twice the neutral-well signal. reporter increase, % at 12.5 µM. 2% of 350,000 active. AID 602393; in the data active = activation above about 40%; inconclusive = no clear call, values can overlap the other calls;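 also: 0% = median of the plate's neutral control wells and 100% = double that signal; a rise in the Bmi1 reporter signal indicates esBAF inhibition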
ERp5 inh = ERp5 (human) disulfide isomerase inhibition; Q15084; ERp5 insulin aggregation, absorbance 650 nm, 90 min; inhibition, % at 9.99 µM; 0.05% of 350,000 active;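 active = mean replicate inhibition above about 25%, with every replicate also reaching it, limit read from the data, passing the limit was not always enough; inconclusive = only one of those two criteria met; inactive = neither criterion met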
Target sequence (Q15084 whole entry, looked up): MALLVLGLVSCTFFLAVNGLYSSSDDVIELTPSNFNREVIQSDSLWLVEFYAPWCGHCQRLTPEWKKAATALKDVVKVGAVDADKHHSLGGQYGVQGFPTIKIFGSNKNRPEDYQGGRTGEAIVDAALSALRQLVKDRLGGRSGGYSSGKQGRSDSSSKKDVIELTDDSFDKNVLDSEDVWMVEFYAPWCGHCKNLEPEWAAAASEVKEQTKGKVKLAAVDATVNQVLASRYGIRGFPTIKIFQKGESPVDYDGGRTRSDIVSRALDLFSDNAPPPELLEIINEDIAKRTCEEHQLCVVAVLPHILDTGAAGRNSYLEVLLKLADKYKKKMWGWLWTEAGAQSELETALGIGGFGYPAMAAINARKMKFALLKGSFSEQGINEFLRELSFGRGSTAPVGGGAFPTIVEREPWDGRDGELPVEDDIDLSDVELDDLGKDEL
Statin myotox sup = suppressors of simvastatin-induced myotoxicity in C2C12 myotubes. AID 602340. 0.78% of 330,000 active. ATP luminescence, 48 h; scaled: DMSO 0, geranylgeraniol control 100. rescue of ATP level, % at 7.49 µM;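 active = mean ATP rescue above about 67%, or every replicate alone reaching that limit, limit read from the data, passing the limit was not always enough; inconclusive = no clear call, values can overlap the other calls; inactive = mean under the limit and some replicate under it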;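 also: myotubes were challenged with 10 µM simvastatin during compound exposure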
miR122 inh = inhibitors of miR-122 in Huh7 cells; activation (reporter increase), % at 12.5 µM; Huh7 miR-122 Renilla luciferase sensor, 48 h; neutral wells = 0, positive control = 100; 0.3% of 340,000 active;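 active = mean replicate activation score at least 90 and every replicate individually at or above 90; inconclusive = only one of the two criteria met; inactive = neither criterion met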;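 also: higher luciferase means less miR-122 activity so hits act as miR-122 inhibitors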
SIRT5 inh = inhibitors of human sirtuin-5 desuccinylase; Purified SirT5, succinyl-peptide AMC, trypsin-coupled fluorescence; inhibition, % at 15 µM; 1.1% of 330,000 active; in the data active = inhibition above about 15%; inconclusive = no clear call, values can overlap the other calls
Target sequence (Q9NXA8 whole entry, looked up): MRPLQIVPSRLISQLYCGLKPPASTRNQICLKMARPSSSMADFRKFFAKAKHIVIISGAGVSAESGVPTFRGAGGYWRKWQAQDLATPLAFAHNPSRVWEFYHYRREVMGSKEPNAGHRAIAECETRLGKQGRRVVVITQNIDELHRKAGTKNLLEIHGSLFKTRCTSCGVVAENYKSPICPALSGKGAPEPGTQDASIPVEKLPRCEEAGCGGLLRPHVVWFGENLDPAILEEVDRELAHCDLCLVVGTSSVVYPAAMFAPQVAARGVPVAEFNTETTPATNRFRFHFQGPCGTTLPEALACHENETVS
ARNT-TACC3 inh = ARNT/TACC3 interaction disruption. Q9Y6A5. AlphaScreen His-ARNT PAS-B/GST-TACC3 binding, luminescence; TACC3 fragment carries E629A point mutation. inhibition, % at 9.99 µM. 0.66% of 390,000 active. AID 623870;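 active = mean inhibition of replicates at least 50% and at least half of replicates each reaching 50%; inconclusive = half or more replicates reach 50% but mean below 50%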;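 also: 0% = complete ARNT plus TACC3 wells and 100% = ARNT alone without TACC3; many hits fall short of the cut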
* hit, by the source's call; ? = inconclusive; / = no result given; [ ] = remark or other dose.

SMILES	Cneo AK release	esBAF inh	ERp5 inh	Statin myotox sup	miR122 inh	SIRT5 inh	ARNT-TACC3 inh
O=CNc1ccc(S(=O)(=O)NCc2ccccc2)cc1	6	1	/	5	/	/	2
O=C(c1ccc(S(=O)(=O)Nc2cccc(C(F)(F)F)c2)cc1)N1CCC1	3	-11	3	10	10	-5	8
O=C(OC1CCOC1=O)c1cccc(S(=O)(=O)Nc2ccc(F)cc2)c1 (stereo not drawn)	0	2	-1	0	1	1	-7
COc1ccccc1N1CCN(Cc2cc(=O)c(OCC(=O)NC3CCCC3)co2)CC1	/	7	2	1	/	-1	-9
Cc1nsc(Nc2ccc([N+](=O)[O-])cc2)c1C#N	-18	-5	0	-26	3	-5	1
CC1=C(C(=O)Nc2ccc(Cl)cc2C(=O)N2CCC(C(N)=O)CC2)SCCO1	2	-2	4	-10	/	1	-4
Cc1ccc2c(Cl)c(C(=O)NCC(c3ccco3)N3CCCC3)sc2c1 (stereo not drawn)	1	8	4	-16	4	-3	-3
Cc1ccc(NC(=O)Cn2ccc([N+](=O)[O-])n2)cc1Cl	3	-7	5	8	-2	-5	6
CCOc1ccc(NC(=O)Cc2ccc(S(=O)(=O)N3CCOCC3)s2)cc1OCC	2	-5	4	2	5	-1	12
CCC(=O)Nc1ccc2c(c1)OC[C@@H](C)N(C(=O)CN(C)C)C[C@@H](C)[C@H](OC)CN(C)C2=O	-2	1	3	-5	-18[16.7 µM]	5	-2
CO[C@H]1CN(C)C(=O)c2cc(NC(=O)Nc3ccccc3F)ccc2OC[C@H](C)N(C)C[C@H]1C	-4	5	-2	-10	7[16.7 µM]	-12	-1
COc1ccc(NC(=O)C2(N(CC(C)C)C(=O)Cn3nnnc3N)CCCCC2)cc1	-1	6	/	?	-2	/	3
C[C@@H]1CN([C@H](C)CO)C(=O)Cc2cc(NC(=O)Cc3cn(C)c4ccccc34)ccc2O[C@@H]1CN(C)S(=O)(=O)c1ccc(F)cc1	0	-4	3	?	-8[16.7 µM]	0	3
CCN1C(=O)CSC1=Nc1ccc(C(=O)O)cc1	1	1	-3	-1	2	-7	/
Brc1ccc(NC(c2ccccc2)c2ccncc2)cc1 (stereo not drawn)	-5	-1	4	2	/	-1	-2
CC(C)n1cnc2c(NCc3ccccc3)cc(N[C@H](C)CO)cc21	-4	-16	/	-140	5	/	34*
CC(C(=O)N1CCN(c2ccccc2)CC1)c1ccc([N+](=O)[O-])cc1 (stereo not drawn)	-1	-12	4	1	7	-5	2
CCOC(=O)C1=C(CSc2nc(-c3ccccc3)ccc2C#N)OC(N)=C(C#N)C1c1ccccc1 (stereo not drawn)	-19	?	/	27	7	/	7
COc1ccc(NC(=O)CN2CCN(c3ccccc3F)CC2)cc1	1	3	/	/	-9	/	/
Cc1ccc(S(=O)(=O)N(C)C[C@H]2OCCCC[C@H](C)Oc3ccc(NC(=O)Nc4c(C)noc4C)cc3C(=O)N([C@@H](C)CO)C[C@H]2C)cc1	4	-1	5	/	-2[16.7 µM]	5	-2
O=C(Nc1ccc2c(c1)[C@H]1C[C@@H](CC(=O)N3CCCCC3)O[C@@H](CO)[C@H]1O2)c1ccc2c(c1)OCO2	13	-2	-1	4	-1[16.7 µM]	2	-3
CC(C)NC(=O)N(C)C[C@H]1OCCCC[C@H](C)Oc2ccc(NC(=O)C3CCCCC3)cc2C(=O)N([C@H](C)CO)C[C@H]1C	-3	/	5	/	1[16.7 µM]	-1	4
O=[N+]([O-])c1cccc(Oc2cnccn2)c1	0	-11	0	4	-1	4	-2
COC(=O)/C=C1/SC(=NC(=O)c2ccc(F)cc2)NC1=O	-1	/	0	/	-1	1	/
CCC(=O)N1CCc2cc(S(=O)(=O)N(C)c3ccc(Br)cc3)ccc21	-3	-5	6	1	0	-3	1
COc1ccc(S(=O)(=O)N(C)C[C@@H]2Oc3c(NC(=O)Nc4ccc(F)cc4)cccc3C(=O)N([C@@H](C)CO)C[C@H]2C)cc1	/	1	-4	-21	-6[16.7 µM]	0	/
C[C@H]1CN([C@@H](C)CO)C(=O)c2cc(NC(=O)Nc3ccc(F)cc3)ccc2O[C@H]1CN(C)Cc1ccncc1	3	0	-2	-19	-11[16.7 µM]	1	2
CCOC(=O)N1CCC(N2Cc3cccc(C(=O)O)c3C2=O)CC1	0	-7	0	4	-5	-2	-6
O=C(O)c1nn(CCOc2cccc(Cl)c2)c(=O)c2ccccc12	/	/	8	/	/	-4	3
COc1ccc(CCNC(=O)COc2ccc(C)nc2[N+](=O)[O-])cc1	/	/	3	/	/	1	0
COc1cc2c(cc1OC)[C@@H](NC(=O)c1ccc(C(F)(F)F)cc1)[C@H](OCc1ccccc1)C2	0	-5	-1	-31	-2	0	-2
CCn1c2ccccc2c2cc(NC(=O)c3ccccc3[N+](=O)[O-])ccc21	/	/	3	/	/	-1	-1
CCOC(=O)Cc1cc(=O)n2[nH]c(C)c(-c3ccccc3)c2n1	0	-2	/	4	-3	/	4
Cc1ccc(OCC(=O)NCCNC(=O)c2cnccn2)cc1	1	-5	6	-16	/	0	4
O=C(Nc1ccccc1)c1ccc(COc2ccccc2)cc1	-2	27	2	-6	-5	1	-3
Cc1cccc(NC(=O)COC(=O)CN2C(=O)c3ccccc3C2=O)c1C	0	-12	3	0	-4	/	/
CCn1c(CSc2nc3ccccc3s2)nnc1SCC(=O)c1ccc(O)cc1O	0	6	2	-25	-9	/	-5
CC(C(O)C12CC3CC(CC(C3)C1)C2)N1CCCCC1 (stereo not drawn)	/	/	7	/	/	4	3
CCOC(=O)c1ccc(NC(=S)N2CCCC(C(=O)OCC)C2)cc1 (stereo not drawn)	-3	13	-2	90*	-2	-1	-19
CCSc1nnc(CSc2ncccn2)n1C	/	/	2	/	/	-3	-5
CCOCC(=O)Nc1ccc([N+](=O)[O-])cc1Cl	/	/	2	/	-12	0	/
CC1(C(=O)NS(=O)(=O)c2ccccc2Cl)CCN1C(=O)Cc1ccccc1 (stereo not drawn)	-2	-2	5	31	-2	/	/
CCOC(=O)N1CCN(C(=O)c2ccc(CS(=O)(=O)c3ccccc3OC)o2)CC1	0	-9	4	-10	0	-3	1
CN(CCOc1ccccc1)CC(O)COCc1ccccc1F (stereo not drawn)	15	3	18	-1	-8	-4	-10
COc1cccc(CC(=O)OCC(=O)NCc2ccc3c(c2)OCO3)c1	1	-2	-6	2	3	-1	-4

Structures above containing a nitro group on carbon:
SMILES	Cneo AK release	esBAF inh	ERp5 inh	Statin myotox sup	miR122 inh	SIRT5 inh	ARNT-TACC3 inh
Cc1nsc(Nc2ccc([N+](=O)[O-])cc2)c1C#N	-18	-5	0	-26	3	-5	1
Cc1ccc(NC(=O)Cn2ccc([N+](=O)[O-])n2)cc1Cl	3	-7	5	8	-2	-5	6
CC(C(=O)N1CCN(c2ccccc2)CC1)c1ccc([N+](=O)[O-])cc1 (stereo not drawn)	-1	-12	4	1	7	-5	2
O=[N+]([O-])c1cccc(Oc2cnccn2)c1	0	-11	0	4	-1	4	-2
COc1ccc(CCNC(=O)COc2ccc(C)nc2[N+](=O)[O-])cc1	/	/	3	/	/	1	0
CCn1c2ccccc2c2cc(NC(=O)c3ccccc3[N+](=O)[O-])ccc21	/	/	3	/	/	-1	-1
CCOCC(=O)Nc1ccc([N+](=O)[O-])cc1Cl	/	/	2	/	-12	0	/

Continuation.
SMILES	Cneo AK release	esBAF inh	ERp5 inh	Statin myotox sup	miR122 inh	SIRT5 inh	ARNT-TACC3 inh
S=C(NC1CCCCC1)NN1CCOCC1	1	2	-2	-2	0	-2	-12
C=CCOC(=O)[C@H]1[C@@H]2C(=O)O[C@@H](c3ccccc3)[C@@H](c3ccccc3)N2[C@@H](c2ccc(OCCOC(=O)[C@H]3C[C@H]4C(=O)N[C@@H](Cc5ccccc5)C(=O)N4[C@H]3c3ccc(O)cc3)cc2)[C@]12C(=O)Nc1ccc(I)cc12	1	/	0	/	/	8	/
CC(OC(=O)Cc1n[nH]c(=O)c2ccccc12)C(=O)Nc1cccc([N+](=O)[O-])c1 (stereo not drawn)	/	/	2	/	/	0	-6
CCn1c(/C=C/Nc2ccccc2)[n+](CC)c2cc(Cl)c(Cl)cc21	11	/	5	/	-4	/	17
Cc1cc2c(cc1S(N)(=O)=O)S(=O)(=O)CCC2	0	3	-1	2	5	1	-2
COc1ccc(C(=O)NCC(=O)OCC(=O)N2N=C(c3ccc(Cl)cc3)CC2c2ccco2)cc1OC (stereo not drawn)	1	-3	4	3	/	-1	-4
O=C(CN1CCOCC1)Nc1ccc(S(=O)(=O)N2CCCCCC2)cc1	-1	1	/	-5	-2	/	-2
CC1=NOC(=O)/C1=C/c1ccc(O)c(Cl)c1	0	-3	4	3	/	-3	-12
CC(=O)Nc1cccc2c1C(=O)N(c1cccc(C)c1)C2=O	0	-7	/	-2	1	/	-3
O=C(NCCCN1CCOCC1)C1CCN(S(=O)(=O)c2cccc(C(F)(F)F)c2)CC1	1	3	/	13	-6	-6	-5
O=C(NN1C(=O)C2C3C=CC(C4CC34)C2C1=O)c1cccc(Br)c1 (stereo not drawn)	/	/	8	/	/	-1	-20
C=CCNC(C(=O)Nc1cccc(OC)c1)c1ccccc1 (stereo not drawn)	/	/	0	/	/	-10	-1
C=CCNC(=O)c1ccc(N(Cc2ccc(Cl)cc2)S(C)(=O)=O)cc1	3	-8	-3	-9	-8	-7	1
O=C(O)c1ccccc1C(c1ccc(O)cc1)c1ccc(O)cc1	0	1	3	3	-3	0	-2
CCOC(=O)c1ccc(N2C=C(C(=O)OC)C(c3ccc(OC)c(O)c3)C(C(=O)OC)=C2)cc1	-2	3	2	-32	/	-6	-6
Cc1onc(-c2c(F)cccc2Cl)c1C(=O)NC(=S)NCc1cccnc1	/	/	-1	/	/	-1	-3
CC(=O)c1sc(NC(=O)c2cc(-c3ccccc3)nn2-c2ccccc2)nc1C	81*	-9	0	18	-8	-1	/
COC(=O)c1cncc(O)c1	-1	-3	2	0	/	-3	-1
CC(=O)Nc1ccc2c(c1)nc(CN1CCCC1)n2C	-9	9	/	-21	-3	/	-2
COC(=O)CNC(=O)C(NC(=O)OCc1ccccc1)C(C)C (stereo not drawn)	/	/	-1	/	/	0	1
COC(=O)c1ccc(COc2ccc(/C=N/O)cc2)o1	/	/	1	/	/	-4	-3
C[C@@H]1CN([C@@H](C)CO)C(=O)c2cccc(NC(=O)C3CCCCC3)c2O[C@H]1CN(C)Cc1ccc(C(=O)Nc2ccccc2N)cc1	-6	0	-3	-24	1[16.7 µM]	-4	13
COc1ccc(CC(=O)NC(C)c2nnc(SCC(=O)Nc3cc(C)ccc3OC)n2C)cc1 (stereo not drawn)	/	/	-1	/	/	-1	4
Cc1ccc(S(=O)(=O)N/N=C\c2cc3c(cc2Br)OCO3)cc1	-4	5	/	3	14	/	-2
CCOC(=O)CCn1nnc(N)n1	4	-11	-2	-9	/	-4	-1
O=C(NCc1ccccc1)c1onc(CSc2nc3ccccc3[nH]2)c1C(=O)NCc1ccccc1	-1	-3	4	1	0	/	1
Clc1cccc(CNc2ccn3nc(-c4ccccc4)cc3n2)c1	0	50*	5	10	-6	-3	/
CCOC(=O)c1c(SC)[nH]c2c(Cl)cccc2c1=O	-1	/	-2	/	-5	5	-6
O=C(/C=C/c1cccc(O)c1)c1cccnc1	/	/	-2	/	/	-1	0
COCC(=O)N(C[C@@H]1N[C@H](CO)[C@H]1c1ccc(-c2cccnc2)cc1)C(C)C	-3	-3	0	-7	1[16.7 µM]	4	3
O=C(c1ccc([N+](=O)[O-])c(CS(=O)(=O)c2ccc(Cl)cc2)c1)N1CCCCC1	8	-1	-1	4	-5	5	8
Cc1ccccc1C(=O)Nc1ccc2c(c1)C(=O)NC2=O	-1	-2	2	20	10	-4	-6
C=CCc1cccc(/C=N/c2ncn[nH]2)c1O	2	8	/	-3	-8	/	7
Cc1ccc(OC(=O)CCC(=O)Nc2ccc(C(N)=O)cc2)cc1	-3	-8	2	3	7	-2	-3
